# Bioassay records as filed in PubChem.
# TNAP inh hiacc: inhibitors of human TNAP at high phosphate acceptor concentration; purified TNAP, CDP-star luminescence, 1 M DEA; inhibition, % at 20 µM; actives 0.03% (n = 200,000); AID 1135;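 active means over 50% inhibition of tissue-nonspecific alkaline phosphatase at 20 µM in the single-dose screen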;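 further: plate controls were DMSO wells for no effect and EDTA-quenched wells as full inhibition for full effect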
# Target sequence (P05186 whole entry, looked up): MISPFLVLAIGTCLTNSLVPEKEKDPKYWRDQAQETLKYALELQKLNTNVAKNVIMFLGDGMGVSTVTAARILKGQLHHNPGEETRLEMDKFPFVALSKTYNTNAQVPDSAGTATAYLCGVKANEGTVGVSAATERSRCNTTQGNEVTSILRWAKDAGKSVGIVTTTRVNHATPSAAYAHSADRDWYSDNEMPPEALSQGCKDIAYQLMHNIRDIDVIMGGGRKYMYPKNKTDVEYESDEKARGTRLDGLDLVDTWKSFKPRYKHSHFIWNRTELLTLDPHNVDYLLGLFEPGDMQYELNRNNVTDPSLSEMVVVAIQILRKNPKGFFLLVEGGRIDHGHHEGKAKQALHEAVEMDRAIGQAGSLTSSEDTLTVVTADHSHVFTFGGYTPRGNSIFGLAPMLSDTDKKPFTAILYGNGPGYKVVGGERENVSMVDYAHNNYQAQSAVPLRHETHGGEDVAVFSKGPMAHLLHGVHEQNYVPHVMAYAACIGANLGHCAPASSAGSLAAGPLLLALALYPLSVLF
# SRC2 TRFRET art: TR-FRET artefact, counter-screen to PPARgamma/SRC-2 agonist assay. active compounds read high. actives 0.4% (n = 200,000). TR-FRET ratio at 8 µM; in the data active means TR-FRET ratio above about 2000; further: inactives centre near 1500; reference of the scale not given here
# bIAP inhibitor: blocks bovine intestinal alkaline phosphatase activity | purified bovine IAP, CDP-star luminescence, 30 min | inhibition, % at 20 µM | 190,000 tested, under 10 active;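 active means over 50% inhibition of intestinal alkaline phosphatase at 20 µM in the single-dose screen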
#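 Incubation: 30 min reaction at room temperature / Material: purified bovine intestinal alkaline phosphatase (IAP) enzyme / Input: enzyme at 1/65,000,000 dilution / Dosing: 20 µM single dose / Signal: CDP-star luminescence signal / Reagent: CDP-star chemiluminescent phosphatase substrate, 30 µM final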
# bIAP activator: intestinal alkaline phosphatase (bovine) activation | purified bovine IAP, CDP-star luminescence, 30 min; active compounds read high; fold of DMSO-control signal, blank-subtracted | activation factor at 20 µM | actives 0.17% (n = 200,000) | AID 1016;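 active means activation factor of 2 or more at 20 µM, a signal rise over negative controls twice the positive control's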
# PPARg SRC-2 ag: promotes SRC-2 coactivator recruitment by human PPARgamma. PPARgamma LBD-SRC-2 recruitment, biochemical. activation, % at 8 µM. actives 0.34% (n = 200,000). AID 1032; in the data active means activation above about 22%;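 further: 0% = vehicle and 100% = reference agonist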
# Target sequence (P37231 whole entry, looked up, the tested form may be a part): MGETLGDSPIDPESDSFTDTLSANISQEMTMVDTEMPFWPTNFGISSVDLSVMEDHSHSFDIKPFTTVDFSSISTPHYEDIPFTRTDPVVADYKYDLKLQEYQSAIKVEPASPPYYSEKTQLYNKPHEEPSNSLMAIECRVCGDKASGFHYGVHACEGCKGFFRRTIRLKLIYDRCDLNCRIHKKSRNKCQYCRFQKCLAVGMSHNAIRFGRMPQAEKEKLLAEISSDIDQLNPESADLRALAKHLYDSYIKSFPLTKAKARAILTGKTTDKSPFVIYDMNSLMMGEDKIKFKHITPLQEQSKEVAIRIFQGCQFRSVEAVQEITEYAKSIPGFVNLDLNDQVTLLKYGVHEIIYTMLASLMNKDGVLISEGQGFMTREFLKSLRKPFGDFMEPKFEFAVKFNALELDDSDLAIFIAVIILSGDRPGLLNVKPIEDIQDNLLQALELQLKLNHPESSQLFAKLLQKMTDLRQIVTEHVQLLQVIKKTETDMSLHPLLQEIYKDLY
# TNAP act hi DEA: TNAP (human) activation, high acceptor; P05186; purified TNAP, CDP-star luminescence, 1 M DEA, 30 min; active compounds read high; 0 = EDTA background, 1 = DMSO-only activity; activation factor at 20 µM; 200,000 tested, under 10 active; AID 1136;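 active means activation factor at least 2 at 20 µM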
#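 Test system – human TNAP · Doses – 20 µM single point · Incubation – 30 min, room temperature · Signal – luminescent substrate turnover signal · Read-out basis – activation factor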
# PPARg SRC1 recr: agonists of human PPARgamma SRC-1 coactivator recruitment; PPARgamma-SRC-1 coactivator recruitment biochemical assay; activation, % at 8 µM; actives 0.41% (n = 200,000); in the data active means activation above about 19%;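 further: 0% = DMSO and 100% = reference agonist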
# PPARg SRC-3 ag: promotes SRC-3 coactivator recruitment by human PPARgamma. P37231. actives 0.26% (n = 200,000). biochemical PPARgamma/SRC-3 coactivator recruitment assay. activation, % at 8 µM; in the data active means activation above about 23%;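 further: 0% = DMSO and 100% = reference agonist; some compounds past the cut are filed as inactive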
# TNAP inh noacc: TNAP (human) inhibition, acceptor-free conditions; inhibition, % at 20 µM; actives 0.26% (n = 200,000); P05186; purified TNAP, CDP-star luminescence, 30 min; AID 1012;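 active means tissue-nonspecific alkaline phosphatase inhibition above about 50% at 20 µM in the single-dose screen, limit read from the data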;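 further: 0% = DMSO negative control and 100% = EDTA positive control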
# HMGR II inh: inhibitors of class II HMG-CoA reductase from Enterococcus faecalis; inhibition, % at 10 µM; actives 0.41% (n = 190,000); purified E. faecalis HMGR, NADPH absorbance 340 nm kinetic; AID 1066;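 active means inhibition above a set limit, the median over all tested compounds plus 3 SD, cut at about 9.5% in these data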;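 further: enzyme runs in reverse so mevalonate oxidation gives rising NADPH absorbance; 0% = complete reaction with DMSO and 100% = background rate lacking mevalonate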
# * = called active by the depositor; . = not tested or not shown. An unsorted share of the library; 1.6% or so of the library scored in one or more.
# Each structure is followed by: PPARg SRC-2 ag, bIAP activator, bIAP inhibitor, TNAP inh noacc, TNAP act hi DEA, PPARg SRC1 recr, TNAP inh hiacc, SRC2 TRFRET art, PPARg SRC-3 ag, HMGR II inh
- COCC(=O)Nc1cc(C(=O)OC)cc(C(=O)OC)c1
  -5, 1, -3, -4, 1, 4, 2, 1509, 7, 0
- CCOC(=O)Cn1c(S(=O)(=O)Cc2ccccc2Cl)nc(-c2ccccc2)c1-c1ccccc1
  9, 1, 2, -14, 1.1, 6, -8, 1711, 7, 3
- O=C(CCc1ccc(S(=O)(=O)NCCc2ccccc2)cc1)Nc1ccc2c(c1)OCO2
  -1, 0.5, 45, -13, 1.1, 1, -7, 1466, 1, -2
- COc1cccc(-c2nc(CSCC(=O)NCC3CCCO3)c(C)o2)c1 (centres undefined)
  5, 1, 0, -24, 1, -6, -3, 1456, -4, -3
- CCOc1cc(C(=O)Nc2ccc(F)cc2)cc(Br)c1OC
  4, 1.1, -6, -9, 1, 6, -1, 1743, 4, -4
- CC(C(=O)N1CCCCC1)N(C)CC(=O)Nc1ccc(Cl)cc1 (centres undefined)
  -4, 1.1, -8, -12, 1, 13, -2, 1416, 4, 5
- Cn1cc(CN2CCN(c3ccccc3)CC2)c2ccccc21
  -3, 1, -1, -12, 1, 11, -5, 1544, 5, -10
- COc1ccc(CC(=O)Nc2ccc(-c3csc(C)n3)cc2)cc1
  1, 0.8, 21, -10, 1, 3, -3, 1688, 4, -7
- CCN(CC)S(=O)(=O)c1ccc(C(=O)NCCSc2c[nH]c3ccccc23)cc1
  14, 1, 0, -5, 1, 2, -1, 1679, 3, -4
- CCOC(=O)N1CCC(N2CCCC(C(=O)c3ccc4cc(OC)ccc4c3)C2)CC1 (centres undefined)
  -5, 0.9, 6, -7, 1, 3, -4, 1499, 4, 0
- CCc1nn(C(C)C(=O)NCCc2ccc(OC)c(OC)c2)c(=O)c2cc3occc3n12 (centres undefined)
  2, 1, 1, -5, 1, -8, -1, 1509, -5, -4
- CCN(Cc1ccncc1)Cc1nc(Cc2ccccc2Cl)no1
  -3, 0.9, 7, -8, 1.1, 6, -7, 1663, 0, -1
- CCS(=O)(=O)c1ccc2c(c1)N(S(=O)(=O)c1ccc(OC)cc1)CC(C(=O)O)O2 (centres undefined)
  2, 1, -1, -13, 1, 2, -5, 1515, 7, 3
- Cc1ccc(C2C(C#N)=C(N)N(c3cccnc3)C3=C2C(=O)CCC3)c(C)c1 (centres undefined)
  0, 1, 0, -4, 1, 4, -4, 1575, -1, 1
- COc1ccc(OCCSc2ncnc3nc[nH]c23)cc1
  5, 1.1, -12, 1, 1.1, 3, -6, 1562, 0, -9

# Overlap with the part before: 3 entries, followed by the next part.
# Each structure is followed by: PPARg SRC-2 ag, bIAP activator, bIAP inhibitor, TNAP inh noacc, TNAP act hi DEA, PPARg SRC1 recr, TNAP inh hiacc, SRC2 TRFRET art, PPARg SRC-3 ag, HMGR II inh
- CCS(=O)(=O)c1ccc2c(c1)N(S(=O)(=O)c1ccc(OC)cc1)CC(C(=O)O)O2 (centres undefined)
  2, 1, -1, -13, 1, 2, -5, 1515, 7, 3
- Cc1ccc(C2C(C#N)=C(N)N(c3cccnc3)C3=C2C(=O)CCC3)c(C)c1 (centres undefined)
  0, 1, 0, -4, 1, 4, -4, 1575, -1, 1
- COc1ccc(OCCSc2ncnc3nc[nH]c23)cc1
  5, 1.1, -12, 1, 1.1, 3, -6, 1562, 0, -9
- COC(=O)c1c(NC(=O)CN2CCC3(O)CCCCC3C2c2ccc(F)cc2)sc(C)c1C (centres undefined)
  1, 0.9, 7, -5, 1, 3, -2, 1742, 3, -3
- Cc1ccc(C2C3=C(CC(C)(C)CC3=O)Nc3n[nH]c(C)c32)cc1 (centres undefined)
  5, 1.3, -27, -10, 1.1, 10, -5, 1601, -4, -9
- CO/N=C/c1cccn1-c1nccc(N(C)C)c1C#N
  7, 1, -4, -11, 1.1, 5, -6, 1645, 9, -2
- COC(CCN(C)C)(c1ccccc1)c1ccccc1
  1, 0.9, 7, -5, 1, -1, -4, 1402, -5, 1
- Cc1cc(NC(=O)COc2cccc3cccnc23)no1
  6, 1.1, -9, -11, 1, -6, -4, 1585, -1, -4
- CCC(C)(C)n1nnnc1C(c1cc2cc(C)ccc2[nH]c1=O)N1CCCC1 (centres undefined)
  6, 1, 2, -14, 1.1, 3, -6, 1626, -2, -5
- COc1ccccc1NC(=S)N(CCCN1CCOCC1)Cc1ccccn1
  2, 1.2, -24, -8, 0.9, -2, 7, 1509, 7, 1
- CCOc1cc(S(=O)(=O)n2nc(C)cc2C)ccc1Br
  -2, 0.9, 7, -3, 1, 5, 3, 1506, 1, 3
- CCCCNC(=O)CCCn1c(=S)[nH]c2cc3c(cc2c1=O)OCO3
  1, 1, 3, -14, 1, -5, -3, 1547, -3, 0
- COc1ccc2[nH]cc(C(=O)CN3CCN(C/C=C/c4ccccc4)CC3)c2c1
  -3, 1.2, -17, -14, 1.1, -10, -8, 1454, 2, 0
- O=C(CC1CCCCC1)c1c(O)c2ccccc2oc1=O
  2, 1, 3, -10, 1, 10, 0, 1611, 7, -4
- Cc1ccc(-c2nc(=S)c3c(n2CC2CCCO2)CC(C)(C)OC3)cc1 (centres undefined)
  7, 1, 3, -16, 1, 2, -2, 1535, -3, -1
- CC(=O)NS(=O)(=O)c1ccc(NC(=O)NC2CCCCC2)cc1
  0, 1, 1, -8, 1, 1, -2, 1827, 4, -12
- O=C(/C=C/c1ccccc1)N1CCN(c2cccc(Cl)n2)CC1
  -10, 0.9, 8, 6, 1, -7, 0, 1426, -3, -6
- CCOC(=O)NNC1CC(=O)N(c2ccc(OC)cc2)C1=O (centres undefined)
  6, 0.9, 5, -17, 1.1, 2, -6, 1549, -1, 0
- O=C(CC1S/C(=N/N=C/c2c[nH]c3ccccc23)NC1=O)Nc1ccccc1 (centres undefined)
  10, 0.9, 13, -8, 1.1, 5, -7, 1615, 4, -7
- CSc1ncccc1C(=O)Nc1nc2ccc(S(C)(=O)=O)cc2s1
  1, 1.1, -9, -3, 1, -10, -2, 1534, -3, -1
- O=C(NCCN1CCOCC1)Nc1ccc(Cl)cc1Cl
  3, 1, 0, -2, 1, -5, -4, 1427, -6, 3
- O=S(=O)(c1ccc(OCC(O)CN2CCN(c3ccccc3)CC2)cc1)N1CCOCC1 (centres undefined)
  -3, 1, -3, 2, 1.1, 8, -5, 1549, -1, 0
- COc1ccc(OCC(=O)Nc2cc(C)c(Cl)cc2OC)c([N+](=O)[O-])c1
  -4, 1, 0, -10, 1, -6, 3, 1450, -2, -1
- CCCC1(CCC)C(=O)NC(=NCCc2ccc(OC)c(OC)c2)NC1=O
  -3, 0.9, 8, -12, 1, -8, -2, 1291, -1, 0
- O=C(NN=C1CCCC1)C(=O)Nc1cccc(C(F)(F)F)c1
  -1, 1, 0, -8, 1, 2, -2, 1448, -5, -4
- CCOC(=O)Nc1ccc(S(=O)(=O)NCc2ccccc2)cc1
  -7, 1, -1, 1, 1, 6, -1, 1628, -2, .
- Cc1cccc(Oc2cnn(C(C)(C)C)c(=O)c2Cl)c1
  8, 0.9, 7, -2, 1, 6, 1, 1499, 0, -5
- O=C1CC(C(F)(F)C(F)(F)C(F)(F)C(F)(F)F)=Nc2ccccc2N1
  9, 0.9, 11, 3, 1, -10, -4, 1614, 10, 0
- CC/C(=N/N=C(\CC)c1ccccc1)c1ccccc1
  -6, 1, 4, -5, 1, 3, -3, 1512, 4, -5
- CC12CC(NC(=O)N1CCc1ccccc1)c1cc(Cl)ccc1O2 (centres undefined)
  4, 0.9, 6, -3, 1, 5, -1, 1548, -6, -1
- Cc1nn(Cc2ccc(Cl)c(Cl)c2)c(C)c1NC(=O)c1sc2ccccc2c1Cl
  3, 0.9, 8, -2, 1, 6, -2, 1830, 2, -2
- N#Cc1ccsc1NC(=O)COC(=O)c1cc2ccccc2cc1O
  1, 1, -4, -3, 1, 3, -4, 1711, 8, 1
- CCOC(=O)c1nsnc1NCCSC(=N)N
  1, 0.9, 7, 19, 1, 1, 2, 1541, 0, 0
- COc1ccc2c(c1)c1ncn(CCN3CCCC3)c(=O)c1n2C
  7, 1.1, -5, -14, 1.1, 3, -6, 1712, 18, 2
- CC(C)Sc1nnc(NC(=O)C2CC2)s1
  ., 0.9, 8, -3, 1.1, ., -6, ., ., .
- Cn1c2ccccc2c(=O)c2c(O)cccc21
  4, 1, 1, -6, 1, 8, 0, 1537, 0, -2
- CN(N)C(=S)Nc1ccc(Cl)cc1
  -2, 1, -4, -11, 1, -3, -1, 1649, -1, -4
- CCCCNS(=O)(=O)c1ccc2nc(-c3cccnc3)cc(C(=O)NC(C)C)c2c1
  -1, 0.8, 22, -9, 1, -4, -2, 1380, 1, -2
- OCCN1CCN(Cc2cc(Br)cc(Br)c2O)CC1
  -10, 1, 3, -4, 1, -3, -4, 1323, -1, -4
- COc1cccc(N2C(=O)CC(N3CCC(C(N)=O)(N4CCCCC4)CC3)C2=O)c1 (centres undefined)
  -7, 0.7, 34, -6, 1, -7, 0, 1286, -8, -1
- COC(=O)c1nn(-c2ccccc2)nc1-c1nn(-c2ccccc2)nc1C(=O)OC
  1, 1, 4, -11, 1.1, 5, -6, 1415, 6, -2
- COCn1c(=O)c2c(nc(SC3=NCCS3)n2Cc2ccccc2C)n(COC)c1=O
  4, 1, -4, 2, 1, 6, 0, 1650, 2, 1
- NC(=O)c1ccc(N2CCCCC2)c(N2C(=O)C3C4C=CC(C4)C3C2=O)c1 (centres undefined)
  0, 1, -4, -12, 1, -3, -4, 1470, 14, -6
- CCCCCN1C(C)=CC(=C(C#N)C#N)C=C1C
  1, 1, 1, -5, 1, -2, -1, 1355, -3, 1
- Cc1cc(C)n2nc[n+](C)c2n1
  8, 0.9, 6, -12, 1, 5, 1, 1593, 10, -6
- O=C(c1ccco1)N1CCN(c2ccc(F)cc2)CC1
  4, 1, -2, -6, 1, 0, -1, 1576, 7, 1
- COc1ccc(CCNC(=O)CCN2C(=O)c3ccccc3C2=O)cc1OC
  15, 1, 4, -8, 1, -4, -1, 1481, 0, -3
- Cc1cc(NC(=O)c2cc([N+](=O)[O-])cc([N+](=O)[O-])c2)n(-c2ccccc2)n1
  2, 1, -2, 1, 1, 8, 4, 1502, 1, 0
- CCCC(=Nc1ccc(N)cc1)C1=C(O)C(C(=O)OC)C(C)(C)CC1=O (centres undefined)
  19, 0.9, 9, -10, 1, 9, 2, 1541, 27*, -8
- CC(=O)C1=C(C)N(Cc2ccccc2)C(=O)N[C@H]1c1cccs1
  0, 1, 4, -4, 1, 0, -2, 1522, 3, -6
- O=C(NN1C(=O)/C(=C/c2cccnc2)SC1=S)C(c1ccccc1)c1ccccc1
  4, 1.1, -8, -15, 1, -2, -1, 1548, 9, -2
- Cc1ccc2c(C)nc(NC3=NCN(Cc4ccccc4)CN3)nc2c1
  ., 1, 3, -1, 1.1, ., -5, ., ., .
- CCOC(=O)C1(Cc2ccccc2C(F)(F)F)CCN(C2CCC2)CC1
  5, 1, -2, -1, 1, 0, 1, 1777, -1, -5
- O=C(Cn1nc(Cc2cccnc2)c2ccccc2c1=O)NCc1ccc(F)cc1
  -6, 0.9, 9, -3, 1.1, 7, -5, 1567, 3, -9
- CC(C)Nc1nc(NC(C)C)nc(Oc2ccc(=O)n(C)n2)n1
  -3, 1, -1, -1, 1.1, 2, -7, 1416, 3, -4
- NC(=O)c1ccc(N2CCN(S(=O)(=O)c3ccccc3)CC2)c([N+](=O)[O-])c1
  13, 1.1, -10, -2, 1, 5, 4, 1681, 4, -1
